# From PubChem
# SNCA expr inh = Primary qHTS assay for inhibitors of alpha-synuclein gene (SNCA) expression. HEK-293 SNCA-luciferase knock-in, luminescence, 24 h. Potency, µM (top dose mostly 57.2 µM), for inactives: at the top dose activity change, negative = inhibition, actives largely listed as inhibitors. 0.17% of 140,000 active. AID 1671194, 2021;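 note: potency is the fitted concentration of half-maximal effect; plate controls were DMSO cells for no effect and cell-free wells for full effect; nearly all actives have a fitted effect of over 45% in size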
# IP6K1 inhibitor = Primary qHTS assay for small molecule inhibitors of Inositol hexaphosphate kinase 1 (IP6K1); activity change, % (series mostly up to about 58 µM); IP6K1 kinase, ADP-Glo luminescence, 2 h; hits give low values; AID 1645851, 2021; Inositol hexakisphosphate kinase 1 (Homo sapiens), Q92551; 0.81% of 140,000 active; in the data active = activity change below about -25%
# Target sequence (Q92551 whole entry, looked up): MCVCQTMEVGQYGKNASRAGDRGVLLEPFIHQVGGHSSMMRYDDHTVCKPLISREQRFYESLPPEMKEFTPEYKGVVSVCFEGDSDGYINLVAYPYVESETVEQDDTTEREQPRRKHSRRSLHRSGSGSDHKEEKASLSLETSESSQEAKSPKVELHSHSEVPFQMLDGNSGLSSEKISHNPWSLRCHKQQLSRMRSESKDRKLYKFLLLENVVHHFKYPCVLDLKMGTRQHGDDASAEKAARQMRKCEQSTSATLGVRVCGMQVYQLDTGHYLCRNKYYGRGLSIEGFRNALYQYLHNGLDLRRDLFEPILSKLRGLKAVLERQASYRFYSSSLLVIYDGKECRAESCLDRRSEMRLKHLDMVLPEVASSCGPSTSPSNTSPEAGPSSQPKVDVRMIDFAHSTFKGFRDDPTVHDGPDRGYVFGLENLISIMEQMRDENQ
#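 ADP-Glo luminescence measures ADP made by human IP6K1 during a 2 h RT reaction with ATP/IP6 (mix at 1.3 mM/130 uM); top library doses 57.5 and 19.1 uM final.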
# FLuc inh = Firefly luciferase inhibition profiling of diverse chemical library using quantitative high-throughput screening. purified P. pyralis luciferase, luminescence, biochemical. 2.5% of 76,000 active. AID 1347043, 2019. Potency, µM (top dose mostly 115 µM), inactives show at the highest dose activity change, negative = inhibition, hits mostly inhibitors; note: potency is the fitted concentration of half-maximal effect; nearly all actives have a fitted effect of over 65% in size
#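 Inhibitors were tested against purified firefly luciferase in a biochemical, low-substrate format (both substrates at 10uM) and luminescence measured with a CCD imager.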
# SNCA viab count = GF-AFC viability counterscreen for inhibitors of alpha-synuclein gene (SNCA) expression; HEK-293-SNCA-luc viability, GF-AFC fluorescence, 24 h; Potency, µM (doses to about 57.1 µM), for inactives: top-dose activity change, negative = cytotoxicity, usual class: cytotoxic; 0.12% of 150,000 active; AID 1671193, 2021;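 note: potency is the fitted concentration of half-maximal effect; 0% = DMSO-treated cells and -100% = medium-only wells without cells; nearly all actives have a fitted effect of over 30% in size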
#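 Cytotoxicity counterscreen: after 24 h compound treatment of genome-edited SNCA-luciferase HEK-293 cells, live-cell protease substrate GF-AFC read by fluorescence after 30 min; activity scaled between DMSO (0%) and medium-only (-100%), curves Hill-fitted.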
# GPT2 inhibitor = Primary qHTS assay for inhibitors of Glutamate pyruvate transaminase 2 (GPT2); Alanine aminotransferase 2 (Homo sapiens), Q8TD30; Recombinant GPT2, coupled pyruvate oxidase/HRP Amplex Red fluorescence; Potency, µM (top dose mostly 57.7 µM), for inactives: top-dose activity change, negative = inhibition, most hits filed as inhibitors; 0.25% of 100,000 active; note: potency is the fitted concentration of half-maximal effect; nearly all actives have a fitted effect of over 60% in size; many of its hits are not listed in these tables
# Target sequence (Q8TD30 whole entry, looked up): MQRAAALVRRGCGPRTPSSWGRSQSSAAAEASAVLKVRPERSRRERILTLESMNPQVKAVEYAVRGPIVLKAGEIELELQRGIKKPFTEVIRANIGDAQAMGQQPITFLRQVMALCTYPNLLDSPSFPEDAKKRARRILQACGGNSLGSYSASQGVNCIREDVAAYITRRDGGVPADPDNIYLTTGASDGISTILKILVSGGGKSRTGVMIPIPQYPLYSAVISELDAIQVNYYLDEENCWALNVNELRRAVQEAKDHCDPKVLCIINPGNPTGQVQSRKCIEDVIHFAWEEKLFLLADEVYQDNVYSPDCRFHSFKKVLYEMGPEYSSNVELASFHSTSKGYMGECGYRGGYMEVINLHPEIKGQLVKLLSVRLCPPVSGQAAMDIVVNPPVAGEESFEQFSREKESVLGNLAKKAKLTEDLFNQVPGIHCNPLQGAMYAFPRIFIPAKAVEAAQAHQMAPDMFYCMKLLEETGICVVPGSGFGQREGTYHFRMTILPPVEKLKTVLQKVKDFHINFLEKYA
#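 Fluorescence of coupled pyruvate oxidase/HRP/Amplex Red system (50uM Amplex, 30 min, dark) reports pyruvate formed by GPT2. Enzyme reaction: 10ng/uL GPT2, 2mM L-alanine, 250uM a-KG, 30 min room temperature, pH 7.5; 50uM AOA control.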
# 3T3 cytotox = Cytotoxic Profiling in NIH 3T3 Cell Line of Diverse Libraries Using Quantitative High-Throughput Screening; Potency, µM (series often up to 96.7 µM), for the others: at the top dose activity change, negative = cytotoxicity, usual class: inhibitors; AID 1345082, 2018; NIH 3T3 viability, CellTiter-Glo ATP luminescence, 48-72 h; 4.3% of 94,000 active; note: potency is the fitted concentration of half-maximal effect; nearly all actives have a fitted effect of over 55% in size
#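 ATP-dependent luminescence (CellTiter-Glo) served as the viability signal for NIH 3T3 cells treated with compound for 48 or 72 hr at 37 °C.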
# HEK293 tox = Cytotoxic Profiling in HEK 293 Cell Line of Diverse Libraries Using Quantitative High-Throughput Screening; AID 1345083, 2018; Potency, µM (titrated, usually from 115 µM), without a hit: at the top dose activity change, negative = cytotoxicity, actives largely listed as inhibitors; HEK 293 viability, ATP luminescence (CellTiter-Glo), 48-72 h; 6.6% of 94,000 active; note: potency is the fitted concentration of half-maximal effect; nearly all actives have a fitted effect of over 60% in size
#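 Viability of HEK 293 cells, plated at 250 cells/well, was judged by cellular ATP after compound treatment for 48 or 72 hr. Luminescence was imaged 10 min after CellTiter-Glo addition at room temperature.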
# Numbers without * were called inactive; i = inactive; ? = inconclusive; nt = no result given; [ ] = dose if it differs, or a comment. Unless noted, calls come from the whole dose curve; as a rule, active = well fitted curve in the direction sought with a large enough effect; inconclusive = small, poorly fitted or top-dose-only effect, or another doubt; inactive = no such curve, though single readings can be large; an effect the other way counts as inactive or inconclusive. Unless noted, % is set by controls: 0 for no effect and ±100 for the full control effect. These rows are one share of the data; rates above refer to the full screens.
SMILES,SNCA expr inh,SNCA viab count,FLuc inh,HEK293 tox,IP6K1 inhibitor,GPT2 inhibitor,3T3 cytotox
Cc1cnc(C2CC2)n1CC1CCN(C(=O)Cc2ccccc2)CC1,21%,5%,7%,-6%,22,-4%,1%
Cc1cc(C)n2nc(CNS(=O)(=O)c3ccc(C)c(C)c3)nc2n1,-26%,6%,nt,nt,7,nt,nt
CC(=O)c1ccc(NC(=O)N[C@H]2CO[C@H]3[C@@H]2OC[C@@H]3n2nnnc2Oc2ccc(-n3ccnc3)cc2)cc1,30%,-8%,-12%,-12%,-12,3%,-17%
CC(C)N1C[C@H](O)C[C@H]1c1nnc2n1CCN(C(=O)c1ccncc1)CC2,-11%,2%,7%,i,-16,i,i
COC(=O)c1cc2sc(C)cc2n1CC(=O)Nc1cccc(SC)c1,-4%,-6%,nt,nt,-12,nt,nt
CCOc1ccc(-n2c(=O)c3c4c(sc3n(CC(=O)NCCCOC)c2=O)CCCCC4)cc1,19%,0%,nt,nt,-8,nt,nt
CN(C)C[C@@H]1CN(S(C)(=O)=O)C[C@H]1NC(=O)c1ccc(C#N)cc1,3%,3%,-14%,-2%,3,?,-14%
COCCN1C(=O)c2ccccc2C(C(=O)Nc2ccc(C)cc2Cl)C12CCCC2 (stereo not given),?,-7%,6%,?,7,-13%,-27%
O=C1OC(CN2CCOCC2)CN1/N=C/c1ccc([N+](=O)[O-])o1 (stereo not given),1%[25.6 µM],-4%[23.9 µM],nt,nt,6,i,nt
O=C(CCC[C@@H]1[C@H]2CCCN3CCC[C@@H](CN1C(=O)c1cc(F)ccc1F)[C@@H]23)Nc1ccccc1,-17%,-2%,-4%,?,4,?,-11%
Cc1ccc(CNC(=O)C2CCc3nc(N4CCN(C(=O)C(C)C)CC4)sc3C2)o1 (stereo not given),70%[activator],-1%,-5%,79µM*,19,i,-17%
CN1C[C@H](O)C[C@H]1c1nnc2n1CCN(Cc1ccccc1)C2,31%[activator],4%[12.5 µM],0%,-12%,-5,i,3%
O=C(Cn1nc(-c2ccccc2)ccc1=O)NCc1ccc(F)cc1Cl,149%[activator],13%,nt,nt,-7,nt,nt
COCCNC(=O)CSc1nc(-c2ccc(C)cc2)nc2c1c(=O)n(C)c(=O)n2C,4%,8%,nt,nt,10,nt,nt
Cc1ccc(S(=O)(=O)Nc2cc(Cl)c3oc4c(c3c2)CCCC4)cc1,-15%,-5%,nt,nt,4,nt,nt
Cc1cc(C)c(CNC(=O)c2nc(-c3cnn(C)c3)cc3c2ccn3C)c(=O)[nH]1,4%[87.6 µM],4%[87.6 µM],?,-15%[172 µM],4,4%[88.5 µM],?
CCOC(=O)c1cccc(NC(=O)c2cnc(N3CCCCC3)c3ccccc23)c1,-21%,-5%,nt,nt,-13,nt,nt
COc1ccc(-n2c(=O)c3ccc(C(=O)NCc4ccc(C)cc4)cc3n(Cc3ccc(F)cc3Cl)c2=O)cc1,5%,11%,nt,nt,9,nt,nt
O=C1CN(Cc2cccc(-c3ccsc3)c2)CCN1c1cc(Cl)ncn1,-18%,8%,-13%,79µM*,11,-3%,?
O=C1CCN(C2CCOCC2)CCOCCN1,15%,8%,-4%,-20%,3,i,-17%
COCCN(C)C(=O)c1cn(C2CNC2)nn1,17%,6%,2%,-4%,3,i,0%
O=C(c1cc2n(n1)CC(c1ccc(Cl)cc1)OC2)N1CCN(c2ccccn2)CC1 (stereo not given),-13%,12%,-20%,?,-14,i,?
CCc1ccc(NC(=O)C(CC)n2c(=O)c(-c3ccccc3NC(C)=O)nc3ccccc32)cc1 (stereo not given),?,?,nt,nt,-1,nt,nt
O=C(CN1CCOCC1)N1C[C@@H](COCC2CC2)[C@H](c2ccncc2)C1,2%,1%,5%,i,3,i,-5%
O=C(NCc1ccccc1)c1cccc(Nc2nc3ccccc3n3nnnc23)c1,-14%,-7%,nt,nt,-3,nt,nt
COc1cccc(-c2nn(C)c3sc(C(=O)N4CCN(c5cccc(C(F)(F)F)c5)CC4)cc23)c1,-2%,3%,nt,nt,14,nt,nt
CCOc1cc2c(cc1OCC)C(c1c(F)cccc1Cl)CC(=O)N2 (stereo not given),-13%,-22%,nt,nt,14,nt,nt
COc1cc2c(C(=O)N3CCN(c4ccc(C)cc4)C(C)C3)cn(CC(C)C)c(=O)c2cc1OC (stereo not given),?,-27%,nt,nt,-12,nt,nt
OCCc1ccc(O[C@@H]2O[C@H](CO)[C@@H](O)[C@H](O)[C@H]2O)cc1,nt,-13%,nt,nt,-5,i,nt
O=C1CCN(Cc2ccncc2)CCCC(C(=O)Nc2cccnc2)CCN1 (stereo not given),4%,-1%,0%,i,-4,i,i
CCCCN1C(=O)[C@@H]2C[C@@H](O)CN2C2(CN(C(C)C)C2)C1=O,9%[87.6 µM],3%[87.6 µM],2%[172 µM],i,-2,-14%[88.5 µM],i
CCN1CCN(C(=O)c2ccc3c(c2)N(Cc2ccccc2)C(=O)c2ccccc2S3(=O)=O)CC1,21%,-4%,nt,nt,-2,nt,nt
O=C(c1ccccc1Cl)N1CCn2c(nn(-c3ccncc3)c2=O)C1,-7%,-4%,1%,?,2,-18%,?
CCOC(=O)c1c(NC(=O)C(C)Sc2cn(CCNC(=O)c3ccc(OC)c(OC)c3)c3ccccc23)sc2c1CCC2 (stereo not given),?,2%,nt,nt,37,nt,nt
CC(C)N1C(=O)C2(CCCCC2)C1C(=O)N1CCN(c2ccccc2)CC1 (stereo not given),13%,5%,-2%,-27%,-7,0%,-25%
Cc1cccc(NC(=O)CSc2ccc(-c3ccccn3)nn2)c1,?,-27%,nt,nt,-8,nt,nt
CC(=O)Nc1ccc(S(=O)(=O)N2CC[C@@H](CC(=O)O)[C@@H](CCN3CCCCC3)C2)cc1,-4%,-2%,-25%,-27%,7,0%,-23%
CC(=O)OCC(=O)[C@@]12N=C(C)O[C@H]1C[C@H]1[C@@H]3CCC4=CC(=O)C=C[C@]4(C)[C@@H]3[C@@H](O)C[C@@]12C,6%,0%,nt,nt,nt,-23%,nt
COc1ccc(N2CCN(C(=O)c3c(OC)cc(=O)n4c3CCCC4)CC2)cc1,9%,6%,-4%,-1%,7,-3%,-3%
CCOC(=O)C1=CN(CC(=O)Nc2cc(C)ccc2C)S(=O)(=O)N=C1C,12%,-1%,10%,-2%,-2,3%,-6%

# Ordered by molecular weight (ascending): some entries from above
SMILES,SNCA expr inh,SNCA viab count,FLuc inh,HEK293 tox,IP6K1 inhibitor,GPT2 inhibitor,3T3 cytotox
Cc1cccc(NC(=O)CSc2ccc(-c3ccccn3)nn2)c1,?,-27%,nt,nt,-8,nt,nt
O=C(NCc1ccccc1)c1cccc(Nc2nc3ccccc3n3nnnc23)c1,-14%,-7%,nt,nt,-3,nt,nt
COc1cccc(-c2nn(C)c3sc(C(=O)N4CCN(c5cccc(C(F)(F)F)c5)CC4)cc23)c1,-2%,3%,nt,nt,14,nt,nt

# Additional results.
SMILES,SNCA expr inh,SNCA viab count,FLuc inh,HEK293 tox,IP6K1 inhibitor,GPT2 inhibitor,3T3 cytotox
COc1ccc(Cl)cc1C(=O)Nc1ccc(-c2nnc3n2CCCCC3)cc1,?,-20%,nt,nt,17,nt,nt
COC(=O)c1ccc(OCC2c3cc(OC)c(OC)cc3CCN2C(=O)c2ccc(OC)cc2)cc1 (stereo not given),20%,-17%,nt,nt,8,nt,nt
CC(C)C(=O)N1CCC2(CC1)OC(=O)N(Cc1ccccc1F)C2(C)c1ccccc1 (stereo not given),-3%[87.6 µM],7%[87.6 µM],-13%[172 µM],?,-6,1%[88.5 µM],45µM*
C[S+](=O)([O-])c1ccc(-c2nc(C(=O)NCCc3ccc(Cl)cc3)n3ccccc23)cc1,22%,-1%,nt,-11%,19,-19%,-4%
CCCCCOc1ccc(Cn2c(=O)oc3ccc(C)cc32)cc1OC,7%,1%,nt,nt,26,nt,nt
COc1ccc(C(=O)N2CC(N(C3CCOCC3)S(C)(=O)=O)C2)cc1OC,-20%,6%,4%,-15%,13,-11%,-10%
COc1cc(OC)c(OC)cc1/C=C/c1nc2cc3ccccc3cc2c(=O)n1-c1ccc(Cl)cc1,-19%,-18%,nt,nt,-19,nt,nt
O=Cc1ccc(N2CCN(C(=O)c3ccc4c(c3)OCO4)CC2=O)cc1,17%,-4%,nt,i,4,-10%,-18%
CCC(CC)C(=O)Nc1ccc([C@@H](O)[C@H]2COCC(=O)N2Cc2ccccc2)cc1,-2%[87.6 µM],-9%[87.6 µM],3%[172 µM],-26%[172 µM],27,-24%[88.5 µM],-14%[174 µM]
COc1cc(NC(=O)C2Cc3ccccc3N2C(=O)c2ccccc2)cc(OC)c1 (stereo not given),-10%,7%,nt,nt,7,nt,nt
CC(C)OCCCNC(=O)CN1C(=O)CSc2ccc(S(=O)(=O)N3CCOCC3)cc21,19%,-11%,nt,nt,-4,nt,nt
Cc1ccc2c(c1)N(CC(=O)NCCc1ccc(Cl)cc1)C(=O)c1cccnc1O2,-5%,-7%,nt,nt,-4,nt,nt
Cc1c(Cl)cccc1Nc1nn2c(=O)c3ccc(C(=O)N(C)Cc4ccccc4)cc3nc2s1,1%,9%,nt,nt,6,nt,nt
COc1cccc(NCc2cccn2-c2nnc(N3CCC(C)CC3)s2)c1,91%[activator],-1%,nt,nt,19,nt,nt
COc1cccc(CN2CCc3c(cc(C(=O)Nc4ccccc4OC)n3C)C2)c1,203%[activator],-12%,16µM*,40µM*,-12,i,?
CN(Cc1ccc(F)cc1)Cc1cn(-c2ccccc2)nn1,1%,15%,-8%,-20%,5,-28%,-15%

# Looked up one by one from the list above:
SMILES,SNCA expr inh,SNCA viab count,FLuc inh,HEK293 tox,IP6K1 inhibitor,GPT2 inhibitor,3T3 cytotox
CC(C)OCCCNC(=O)CN1C(=O)CSc2ccc(S(=O)(=O)N3CCOCC3)cc21,19%,-11%,nt,nt,-4,nt,nt
Cc1c(Cl)cccc1Nc1nn2c(=O)c3ccc(C(=O)N(C)Cc4ccccc4)cc3nc2s1,1%,9%,nt,nt,6,nt,nt
Cc1ccc2c(c1)N(CC(=O)NCCc1ccc(Cl)cc1)C(=O)c1cccnc1O2,-5%,-7%,nt,nt,-4,nt,nt
